AHR act: AHR activators, primary screen, cell-based, luminescence, luciferase reporter, human; 320,000 tested, 2.5% active; AID 2796, 2010; AHR-responsive luciferase reporter cells; Aryl hydrocarbon receptor (Homo sapiens), P35869; activation, % at 5 µM; in the data active means activation above about 47%;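 further: 0% = vehicle wells and 100% = reference agonist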
PP1 counter: PP1-alpha phosphatase inhibitors, primary screen, counter-screen for PP5 inhibitor project, biochemical, fluorescence, OMFP substrate, single point. AID 2235, 2010. 320,000 tested, 0.9% active. inhibition, % at 6.7 µM. purified PP1alpha. Serine/threonine-protein phosphatase PP1-alpha catalytic subunit (Homo sapiens), P62136;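 active means inhibition above the mean inhibition of all tested compounds plus 3 SD, computed separately for each screening campaign, cut at about 15% in these data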
PP5 primary: PP5 phosphatase inhibitors, primary screen, biochemical, fluorescence; purified PP5c, OMFP substrate fluorescence; AID 1987, 2009; 320,000 tested, 0.18% active; inhibition, % at 6.7 µM; Serine/threonine-protein phosphatase 5 (Homo sapiens), P53041;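 active means inhibition above the campaign's mean inhibition across all tested compounds plus 3 SD, cut at about 9.5% in these data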;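 further: 0% = DMSO only and 100% = 100 µM cantharidin control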
Target sequence (P53041 whole entry, looked up): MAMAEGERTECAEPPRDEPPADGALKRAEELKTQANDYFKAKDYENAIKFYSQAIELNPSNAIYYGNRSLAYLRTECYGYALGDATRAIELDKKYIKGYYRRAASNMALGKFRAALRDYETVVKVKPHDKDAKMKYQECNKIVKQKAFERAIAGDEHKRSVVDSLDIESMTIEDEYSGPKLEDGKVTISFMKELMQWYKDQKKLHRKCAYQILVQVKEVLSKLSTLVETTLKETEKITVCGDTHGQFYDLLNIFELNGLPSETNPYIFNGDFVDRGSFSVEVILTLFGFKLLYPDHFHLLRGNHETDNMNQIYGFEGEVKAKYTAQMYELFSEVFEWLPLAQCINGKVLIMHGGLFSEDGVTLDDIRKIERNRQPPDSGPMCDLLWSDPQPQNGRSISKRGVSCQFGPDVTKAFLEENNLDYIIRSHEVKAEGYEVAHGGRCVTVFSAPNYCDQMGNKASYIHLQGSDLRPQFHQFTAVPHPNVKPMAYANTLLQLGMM
HCV core dimer: inhibitors of HCV core protein dimerization, primary screen, biochemical, TR-FRET, high-throughput. TR-FRET GST/Flag-core106 dimerization, 1536-well. inhibition, % at 5 µM. 300,000 tested, 0.33% active;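 active means inhibition above the mean of all tested compounds plus 3 SD, set per screening campaign, cut at about 45% in these data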
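Assay system: tagged HCV core106 pair (GST and Flag); medium: KF-containing HEPES buffer, pH 7.45, DTT, CHAPS, BSA; also added: Eu donor and XL665 acceptor anti-tag antibodies; dosing: 5 µM single dose; timing: compound-protein-antibody incubation 4 h at 22.5 °C; signal: TR-FRET 671 and 617 nm emission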
TPT1 inh: Candida albicans TPT1 enzyme inhibitors, primary screen, biochemical, fluorescence polarization | tRNA 2'-phosphotransferase TPT1 (Candida albicans SC5314) | recombinant caTPT1, FP RNA substrate dephosphorylation | inhibition, % at 5 µM | 300,000 tested, 0.81% active | AID 1962, 2009;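 active means inhibition above the mean of all tested compounds plus 3 SD, set per screening campaign, cut at about 24% in these data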;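 further: plate controls were DMSO alone for no effect and ferristatin control at 100 nM for full effect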
procasp7 counter: procaspase-7 activators, primary screen, counter-screen for procaspase-3 activator project, biochemical, absorbance, HTS, human | Caspase-7 (Homo sapiens), P55210 | recombinant procaspase-7, Ac-DEVD-pNA absorbance 405 nm; D23A/D198A/D206A triple mutant, cannot self-cleave; scale: DMSO 0, 5 µM enzyme 100 | activation, % at 8.5 µM | 330,000 tested, 0.093% active;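 active means percent activation above the screen-wide mean plus 3 SD, cut at about 25% in these data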
Target sequence (P55210 whole entry D23A/D198A/D206A): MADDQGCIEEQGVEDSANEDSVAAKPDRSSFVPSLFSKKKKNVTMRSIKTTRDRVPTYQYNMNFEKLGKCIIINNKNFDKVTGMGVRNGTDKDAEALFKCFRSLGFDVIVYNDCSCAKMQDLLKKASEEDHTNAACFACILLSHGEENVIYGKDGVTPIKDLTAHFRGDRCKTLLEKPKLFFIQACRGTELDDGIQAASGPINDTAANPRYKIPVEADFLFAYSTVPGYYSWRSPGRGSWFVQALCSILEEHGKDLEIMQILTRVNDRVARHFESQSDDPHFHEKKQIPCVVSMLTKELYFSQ
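System: Procaspase-7 triple mutant (PC-7 D3A); measure: % activation from two-timepoint absorbance difference, scaled to controls; times: 1 h compound preincubation, 2 h substrate cleavage, 25 °C; also added: Ac-DEVD-pNA substrate, 400 µM as added; measured by: Epi-absorbance of released pNA at 405 nm, two timepoints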
proCasp3 act: activators of human procaspase-3 D3A mutant, primary screen, biochemical, absorbance, PC-3 D3A mutant, single concentration; recombinant procaspase-3 D3A, Ac-DEVD-pNA absorbance 405 nm; 330,000 tested, 0.11% active; Caspase-3 (Homo sapiens), P42574; activation, % at 8.5 µM;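 active means activation above the mean of all tested compounds plus 3 SD, cut at about 21% in these data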;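 further: 0% = DMSO alone and 100% = DMSO wells spiked with extra 5 µM PC-3 D3A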
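Assay system – Procaspase-3 D3A mutant, all three cleavage aspartates alanine · Controls – DMSO-only low control, 5 µM PC-3 D3A high control · Schedule – 1 h compound preincubation, 2 h substrate hydrolysis at 25 °C · Signal – 405 nm absorbance of p-nitroaniline, reads at 0 and 120 min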
CTSL1 counter: Fasciola hepatica cathepsin L1 inhibitors, primary screen, counter-screen for PFM18AAP inhibitor project, biochemical, QFRET, fluorogenic peptide substrate; recombinant F. hepatica cathepsin L1, Z-Leu-Arg-MCA fluorescence; inhibition, % at 5.96 µM; 300,000 tested, 0.49% active; AID 1906, 2009;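 active means inhibition above the mean of all tested compounds plus 3 SD, set per screening campaign, cut at about 17% in these data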;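 further: 0% = plate median of test compound wells and 100% = 1 µM Z-Phe-Ala-diazomethylketone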
PAFAH2 inh: PAFAH2 enzyme inhibitors, primary screen, biochemical, fluorescence polarization, human; Platelet-activating factor acetylhydrolase 2, cytoplasmic (Homo sapiens), Q99487; recombinant PAFAH2, FP-rhodamine activity probe; inhibition, % at 3.39 µM; 340,000 tested, 0.99% active;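 active means inhibition above the mean over all tested compounds plus 3 SD, cut at about 30% in these data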;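 further: inhibitors block probe labeling of enzyme so polarization drops; 0% = enzyme with DMSO and 100% = wells lacking PAFAH2 protein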
* = called active by the depositor; · = no result given.

SMILES	AHR act	PP1 counter	PP5 primary	HCV core dimer	TPT1 inh	procasp7 counter	proCasp3 act	CTSL1 counter	PAFAH2 inh
CC(SCc1ccccc1)C(=O)Nc1ccccc1 (configuration not stated)	0	2	-1.5	2	1	6	6	2	0
O=C(CN1CCOc2ccccc21)N1CCN(c2cccc(Cl)c2)CC1	4	3	4.4	-1	-4	-1	4	-6	-1
CC(=O)c1ccc(N(C(=O)c2csnn2)C(C(=O)NC2CCCC2)c2ccccc2)cc1 (configuration not stated)	-2	-2	0.7	2	-4	-1	-3	0	14
COc1ccc(CCNC(=O)c2ccc(CN3CCOCC3)cc2)cc1	0	-3	-1.1	-2	-1	-11	-20	0	3
COc1ccc(CCOC(=O)c2cccc(NC(C)=O)c2)cc1	-2	0	-4.4	8	0	6	-4	-3	-4
CCC(C)NC(=O)c1ccccc1NC(=O)CN(c1cc(C)ccc1OC)S(C)(=O)=O (configuration not stated)	4	3	2.1	3	2	12	1	-2	-2
OC(COc1ccc(Cl)cc1)CN1CCN(c2ccccn2)CC1 (configuration not stated)	2	-1	-0.2	-1	-2	11	-9	1	4
COCCN1Cc2cccc(C(=O)Nc3c(C)cccc3C)c2C1=O	9	-1	1.7	3	0	0	8	1	5
COc1ccc(S(=O)(=O)N(C)C[C@H]2Oc3ccc(NC(=O)c4ccncc4)cc3C(=O)N([C@H](C)CO)C[C@@H]2C)cc1	-2	·	·	·	·	5	7	·	2
COC(=O)c1nn(-c2ccccc2)c(=O)cc1Oc1ccccc1	-1	-2	-1.7	-5	0	4	0	-3	-5
O=C(c1ccccc1N(Cc1ccccc1)S(=O)(=O)c1ccccc1)N1CCOCC1	4	-1	2.2	-2	-2	-3	3	-1	-4
O=C(/C=C/c1ccccc1)NNC(=O)c1cccc(Cl)c1	1	-2	2.1	-4	1	8	1	0	7
Cc1ccc(NC2=C(Cl)C(=O)OC2OC(=O)c2ccc(C)cc2)cc1 (configuration not stated)	-1	6	0.2	5	0	-8	-11	4	13
Cc1ncc(N=Nc2ccccc2)c(-c2ccccc2)n1	9	-1	2.0	2	-2	-2	3	1	0
COC(=O)CC(=O)CSc1nc2c(cc1C#N)CCC2	5	-3	3.3	-4	6	7	-6	1	-1
COc1ccc(NC(=O)CN(C)C(=O)c2ccccc2OCC(=O)Nc2cccc(C(F)(F)F)c2)cc1	8	0	3.5	-3	0	5	2	-5	0
O=C(CSCc1ccc(Br)cc1)N1CCOCC1	-1	-2	-2.5	-4	-5	-7	-4	0	5
O=C(NCc1ccc(Cl)cc1)C(=O)c1cn(CC(=O)N2CCOCC2)c2ccccc12	2	3	2.1	3	2	0	4	1	3
Cc1ccc(OCC(O)CN2CCOCC2)cc1C (configuration not stated)	3	2	1.8	1	-1	6	7	4	5
Oc1ccccc1-c1nc(N2CCN(Cc3ccccc3)CC2)c2ccccc2n1	36	1	3.1	-5	-4	-5	-9	0	0
C/C(N)=C(/C#N)C(=O)CSc1nc2ccccc2n1CC(C)C	2	-1	-1.6	6	1	-1	-3	3	1
COc1ccc(-n2cc(-c3ccccc3)c3c(=O)[nH]cnc32)cc1	3	1	2.0	9	-3	0	-5	0	8
O=C(CNC(=O)C1CCCCC1)NNC(=O)c1ccc(Cl)cc1Cl	0	4	1.4	-1	3	6	-5	5	-1
Cc1ccc(NC(=O)c2cc(S(=O)(=O)N3CCCCC3)c[nH]2)cc1F	19	11	-0.8	4	-2	-3	-1	3	-10
Cc1cc(OCC(=O)OCC(=O)NCc2ccco2)ccc1Cl	1	-4	-0.5	-1	-2	5	4	-11	-3
O=c1[nH]c(CN2CCN(c3ccccc3O)CC2)nc2ccccc12	8	-1	-1.4	2	4	4	2	-2	-7
COC(=O)N1CC(c2ccccc2)CC1=O (configuration not stated)	-2	0	0.5	-5	-1	2	3	-1	-4
O=C(NCC(=O)N(Cc1cccs1)C(C(=O)NC1CCCC1)c1ccncc1)c1ccco1 (configuration not stated)	2	-3	-2.7	1	5	4	8	-1	0
COc1ccc2oc(C(=O)OCC(=O)N(C)CC(=O)Nc3ccc(F)cc3)c(C)c2c1	11	1	4.4	4	4	-10	-5	12	0
Cn1nc2c3ccccc3n(Cc3ccc(F)cc3)c2nc1=S	-1	0	-2.1	2	-3	1	0	0	-2
O=C(Nc1ccnn1C1CCN(CCCc2ccccc2)CC1)c1ccccc1Cl	0	-2	3.3	3	-1	2	4	-1	2
O/N=C(/CN(O)/C=C1/C=CC=N1)c1cccs1	1	-2	1.0	-2	-6	7	6	7	1
CCOC(=O)c1[nH]c2ccc(OC)cc2c1NC(=O)CCN1CCN(Cc2ccccc2)CC1	4	-6	1.0	7	-1	-2	3	6	-6
C/C(CC(=O)NC1CCCCC1)=N\NC(=O)c1ccccn1	7	-2	-0.6	9	1	-2	4	5	5
COc1ccccc1N1CCN(C(=O)c2ccc(NS(=O)(=O)c3ccc(C)cc3)cc2)CC1	-2	0	3.5	10	2	2	-3	0	5
Cc1cccc(C2NC(c3cccc(C)c3)C([N+](=O)[O-])C(C)(C)C2[N+](=O)[O-])c1 (configuration not stated)	1	1	1.6	1	1	-15	-2	-1	0
O=[N+]([O-])c1ccc(-c2ccc(/C=N/n3cnnc3)o2)c(Br)c1	8	0	0.9	4	-2	-2	-10	8	6
COc1ccc(NC(=O)CN2C(=O)CSc3ccc(S(=O)(=O)N4CCCC4)cc32)cc1OC	4	-3	1.7	1	2	6	1	-2	2
COc1ccc(C(CNC(=O)Nc2ccccc2)N2CCN(C)CC2)cc1 (configuration not stated)	2	0	0.1	-9	-1	2	2	-4	-1
COc1ccc(NC(=O)c2sc3nc(N4CCOCC4)c4c(c3c2N)CC(C)(C)OC4)c(OC)c1	0	-6	-3.1	-2	-1	-13	-6	-1	2
C=CCNC(=O)CN1N=C(c2ccc(C)cc2)CCC1=O	4	-1	-3.8	7	-3	-10	0	1	-1
CC1=C(C)C(=O)N(c2ccc(C(=O)O)cc2)C1=O	0	2	-2.8	0	-5	0	-1	-1	0
Cc1nn(Cc2ccccc2Cl)c(C)c1C(=O)NCc1ccco1	-3	-1	-0.4	-5	-2	-2	-5	3	-4
CN(CC(=O)Nc1ccccc1Cl)C(=O)COC(=O)c1ccc(Cl)cc1[N+](=O)[O-]	-3	0	3.5	-1	-2	-5	9	1	-4
Cc1cccc(CNc2ncnc3ccc(-c4ccc5c(c4)OCCO5)cc23)c1	4	0	0.9	·	·	15	2	·	-9
COc1cccc(C(=O)Nc2ccc(-c3nnc(-c4ccco4)o3)cc2)c1	-4	2	5.0	5	-1	5	-1	2	0
CC1=CC(C)C2C(=O)N(c3ccccc3)C(=O)C2C1 (configuration not stated)	2	0	1.2	-15	-1	4	3	-1	6
CCC1CCc2c(sc3ncnc(N4CCOCC4)c23)C1 (configuration not stated)	10	-1	4.0	2	2	-6	-7	3	1
COC(=O)C(C)Oc1ccc2c(c1)O/C(=C\c1cccc(Br)c1)C2=O (configuration not stated)	1	-2	2.6	5	2	4	9	-3	0
O=C(NCc1ccccn1)c1coc(=O)c(Br)c1	0	-1	-0.1	-3	1	-4	-8	4	-1
CS(=O)(=O)N(CCc1ccccc1)CC(=O)Nc1ccc(OCc2ccccc2)cc1	-2	1	1.1	3	-3	1	8	2	0
Cc1ccc(S(=O)(=O)N2CCOCC2)cc1NC(=O)COC(=O)c1ccc(Cl)nc1	0	·	·	·	·	6	6	·	7
CN(CC(=O)Nc1ccc(F)c(F)c1)S(=O)(=O)c1cccc2cccnc12	3	-4	1.9	-3	1	2	5	-1	1
CCOC(=O)c1c(-c2ccccc2)oc2ccc(OC)cc12	6	-1	4.4	-4	-1	2	11	0	6

In the list so far, 11 have a Cl atom.
SMILES	AHR act	PP1 counter	PP5 primary	HCV core dimer	TPT1 inh	procasp7 counter	proCasp3 act	CTSL1 counter	PAFAH2 inh
O=C(CN1CCOc2ccccc21)N1CCN(c2cccc(Cl)c2)CC1	4	3	4.4	-1	-4	-1	4	-6	-1
OC(COc1ccc(Cl)cc1)CN1CCN(c2ccccn2)CC1 (configuration not stated)	2	-1	-0.2	-1	-2	11	-9	1	4
O=C(/C=C/c1ccccc1)NNC(=O)c1cccc(Cl)c1	1	-2	2.1	-4	1	8	1	0	7
Cc1ccc(NC2=C(Cl)C(=O)OC2OC(=O)c2ccc(C)cc2)cc1 (configuration not stated)	-1	6	0.2	5	0	-8	-11	4	13
O=C(NCc1ccc(Cl)cc1)C(=O)c1cn(CC(=O)N2CCOCC2)c2ccccc12	2	3	2.1	3	2	0	4	1	3
O=C(CNC(=O)C1CCCCC1)NNC(=O)c1ccc(Cl)cc1Cl	0	4	1.4	-1	3	6	-5	5	-1
Cc1cc(OCC(=O)OCC(=O)NCc2ccco2)ccc1Cl	1	-4	-0.5	-1	-2	5	4	-11	-3
O=C(Nc1ccnn1C1CCN(CCCc2ccccc2)CC1)c1ccccc1Cl	0	-2	3.3	3	-1	2	4	-1	2
Cc1nn(Cc2ccccc2Cl)c(C)c1C(=O)NCc1ccco1	-3	-1	-0.4	-5	-2	-2	-5	3	-4
CN(CC(=O)Nc1ccccc1Cl)C(=O)COC(=O)c1ccc(Cl)cc1[N+](=O)[O-]	-3	0	3.5	-1	-2	-5	9	1	-4
Cc1ccc(S(=O)(=O)N2CCOCC2)cc1NC(=O)COC(=O)c1ccc(Cl)nc1	0	·	·	·	·	6	6	·	7

High-throughput results deposited in PubChem by The Scripps Research Institute Molecular Screening Center.
